KCNQ2 block: KCNQ2 potassium channel inhibitors, primary screen, cell-based, CHO-K1, FluxOR thallium flux, B-score (AID 2156); B-score at 10 µM; 310,000 compounds, 1.1% hits; O88943; 20 min; hits give low values;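 active = fluorescence ratio B-score at most minus 3 library SDs, with starting brightness B-score within 2 library SDs, cut at about -5.5 in these data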
Target sequence (O88943 whole entry, looked up): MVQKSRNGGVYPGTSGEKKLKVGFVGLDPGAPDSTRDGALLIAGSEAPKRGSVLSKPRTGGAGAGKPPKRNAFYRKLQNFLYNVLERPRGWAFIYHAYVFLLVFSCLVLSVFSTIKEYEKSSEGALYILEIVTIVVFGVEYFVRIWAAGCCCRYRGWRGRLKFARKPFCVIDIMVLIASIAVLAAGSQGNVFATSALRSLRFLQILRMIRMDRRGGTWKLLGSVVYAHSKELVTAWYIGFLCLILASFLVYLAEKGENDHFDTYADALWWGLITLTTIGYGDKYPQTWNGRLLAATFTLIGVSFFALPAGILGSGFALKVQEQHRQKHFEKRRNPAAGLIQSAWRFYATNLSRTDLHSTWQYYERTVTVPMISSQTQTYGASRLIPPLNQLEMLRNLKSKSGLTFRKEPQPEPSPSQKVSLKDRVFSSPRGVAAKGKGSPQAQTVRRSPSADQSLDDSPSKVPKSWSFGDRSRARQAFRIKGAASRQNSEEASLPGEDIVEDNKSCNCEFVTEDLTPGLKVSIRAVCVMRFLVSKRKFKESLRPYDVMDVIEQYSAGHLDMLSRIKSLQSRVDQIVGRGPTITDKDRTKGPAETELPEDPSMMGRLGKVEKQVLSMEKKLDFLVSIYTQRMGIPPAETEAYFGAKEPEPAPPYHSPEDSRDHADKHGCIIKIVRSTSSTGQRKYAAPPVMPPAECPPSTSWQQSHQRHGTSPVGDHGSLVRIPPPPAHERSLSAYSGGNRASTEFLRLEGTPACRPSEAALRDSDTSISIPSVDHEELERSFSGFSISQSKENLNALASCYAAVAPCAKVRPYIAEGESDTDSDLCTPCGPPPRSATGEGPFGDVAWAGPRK
Kir21 block: Kir2.1 (mouse) channel inhibition; B-score at 10 µM; P35561; HEK293-Kir2.1, FluxOR thallium flux fluorescence; hits give low values; 310,000 compounds, 0.85% hits; AID 1672;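 active = fluorescence ratio B-score at or below minus 3 SD of library scores, with starting-brightness B-score within 2 SD, cut at about -4.2 in these data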;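 also: channel flux triggered by added potassium and thallium sulfate stimulus; B-score of peak minus minimum fluorescence over baseline after thallium stimulus; more negative B-score means stronger Kir2.1 block with less thallium influx; some compounds called inactive have numbers as strong as hits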
Active calls of the source: *; i = inactive. Rows were taken by chance; about 1.9% have a hit in one of these screens.

SMILES | KCNQ2 block | Kir21 block
Cc1ccc(CNc2ncc(-c3ccccc3)n2C)o1 | i | -1.6
COCCn1c(C23CC4CC(CC(C4)C2)C3)n[nH]c1=S | i | -0.97
O=C(COC(=O)Cc1ccc(F)cc1)Nc1cc(S(=O)(=O)N2CCOCC2)ccc1N1CCCC1 | i | -0.98
COc1cc(OC)c(C(=O)/C=C/c2ccc(OCc3ccccc3)c(OC)c2)c(OC)c1 | i | -1.35
CCOc1cccc(CN2CCC(n3nccc3NC(=O)C3CC3)CC2)c1O | i | 0.79
COc1ccc(NCc2nnc(-c3ccccc3)o2)cc1 | i | -0.49
COc1cc(CNC2CCCC2)cc(OC)c1 | i | -1.21
Cc1ccc(-n2cc(CNCCn3nc(C)cc3C)c(-c3ccc(F)cc3)n2)cc1 | i | -1.9
CC(C)CCn1c(=O)c2sccc2n2c(CCCC(=O)N3CCC(N4CCCCC4)CC3)nnc12 | i | -0.88
CCOC(=O)N1CCC(N2C(=O)c3cc(C(=O)NC4CCCCC4)ccc3C2O)CC1 (stereo unspecified) | i | 2.13
O=[N+]([O-])c1cccc(/C=N/Nc2nc(N3CCCCC3)nc(N3CCCCC3)n2)c1 | -7.67* | 2.86
CC(C)(C)C(=O)Nc1ccc(F)cc1[N+](=O)[O-] | i | -0.15
O=C(CSCC(=O)NC1CC1)Nc1ccc2ccccc2c1 | i | 0.05
C=CCNC(=O)CCCCCNS(=O)(=O)c1ccc(OC)cc1 | i | 0.33
NC(=S)Nc1ccc(F)cc1F | i | 0.26
CC(Sc1nc2ccccc2n1C)C(=O)Nc1ccc(N2CCOCC2)cc1 (stereo unspecified) | i | -0.98
Cc1[nH]nc2c1-c1nc3ccccc3nc1C(C)(C)C2 | i | -1.78
Cc1ccc(N2CC(O)=C(c3ccccc3)C2=N)cc1 | i | -0.52
COc1cccc(-c2cc(C(=O)Nc3ccccc3)c3ccccc3n2)c1 | -9.12* | -0.25
Cc1ccccc1N(Cc1cc(=O)[nH]c2ccccc12)C(=O)C(C)C | i | 1.38
CC1(C)CC2(CCO1)OC(=O)CC2C(=O)Nc1c(Cl)cccc1Cl (stereo unspecified) | i | 0.15
CCC[C@H]1COCCS(=O)(=O)N1Cc1ccccc1F | i | -0.46
COc1ccccc1CNC(=O)c1ccccc1OCc1ccc(F)cc1 | i | -6.52*
COc1ccc(N2C(=O)CC(Sc3nc4c(cc3C#N)CCC4)C2=O)cc1 (stereo unspecified) | i | 0.05
NC(=O)C(c1ccccc1)C1CCCC1 (stereo unspecified) | i | 0.49
Cc1nn(C(=O)c2cccs2)c(C)c1CN1C(=O)c2ccccc2C1=O | i | 0.38
O=C(N/N=C/c1ccc(Br)o1)c1cccnc1 | i | 0.67
CC(=O)Nc1ccc(N2C(=O)C3C4CC(=O)C(c5ccccc54)C3C2=O)cc1 (stereo unspecified) | i | -1.21
Cc1ccccc1-c1nc2cc(Cl)ccc2o1 | i | 0.9
Cc1ccc(C2=NN(C(=O)CCCC(=O)O)C(c3ccco3)C2)cc1 (stereo unspecified) | i | -2.11
OC(CN1CCc2ccccc2C1)c1ccccc1 (stereo unspecified) | i | 0.94
CCOc1ccc(C2CC(c3ccccc3C)n3ncnc3N2)cc1 (stereo unspecified) | i | 2.32
CC1CCN(CCNC(=O)CN(C)S(=O)(=O)c2cccc3nsnc23)CC1 | i | -0.02
COC(=O)c1ccc(CSc2nnc(NC(=O)c3cc4c(s3)CCCC4)s2)cc1 | i | -0.99
O=C(Nc1ccc2ccccc2n1)C1CCCCC1 | i | 0.02
O=[N+]([O-])c1cc(C(F)(F)F)ccc1N/N=C/c1cc2ccccc2nc1Cl | i | 1.09
CCc1ccc(C(=O)N/N=C/c2cccc3ccccc23)nc1 | i | -0.08
CC(C)C1=C2CCCCC2NC(=O)N1 (stereo unspecified) | i | -0.26
CCN(CC)S(=O)(=O)c1cccc(N=NC2=C(O)CCCC2=O)c1 | i | 0.02
O=C(CSc1nc(C2CC2)nc2sc3c(c12)CCCC3)NCc1ccco1 | i | 0.55
Cc1ccc(Cn2nc(C)c(NC(=O)c3noc4c3CCCCC4)c2C)cc1 | i | -0.93
O=C1/C(=C/c2cccc(F)c2)Oc2cc(O)ccc21 | i | -5.17
COCCCNC(=S)N(CCCO)Cc1cc2cc3c(cc2[nH]c1=O)OCO3 | i | 0.45
CC1(C)CC(=O)C=C(Nc2ccc(O)c(C(=O)O)c2)C1 | i | 0.1
Cc1cc(C)n(CCNC(=O)C2CCC(=O)N(CC3CCCCC3)C2)n1 (stereo unspecified) | i | 2.05
COc1ccc(Cl)cc1NC(=O)CN1CCN(S(=O)(=O)N2CCOCC2)CC1 | i | 2.15
CC(C)(C)n1nc2c(c1NC(=O)c1ccccc1F)CS(=O)C2 (stereo unspecified) | i | 1.25
O=C(CNS(=O)(=O)c1ccccc1)NNC(=O)C(Cl)Cl | i | 1.08
CC(NCc1ccc([N+](=O)[O-])cc1)C1COc2ccccc2O1 (stereo unspecified) | i | 1.1
COc1ccccc1N1CCN(Cc2cc(=O)c(OCC(=O)NC3CCCC3)co2)CC1 | i | 1.14
CN1CCN(c2nnc(-c3ccccc3)c(-c3ccccc3)n2)CC1 | i | -0.32
O=C(O)CCCNC(=O)/C=C/c1ccco1 | i | -2.65
Nc1nnc(SCC(=O)NC2CCCCCC2)s1 | i | 0.8
NC(=O)C1CCN(CC(=O)Nc2ccc(S(=O)(=O)N3CCOCC3)cc2)CC1 | i | -0.42
O=C(C1CCN(CC2CC=CCC2)CC1)N(CCc1ccccc1)Cc1ccccc1 (stereo unspecified) | i | -0.37
CC(C)N1CCN(Cc2nc(-c3ccccc3)cs2)CC1CCO (stereo unspecified) | i | 0.05
Cn1cnc(S(=O)(=O)Nc2cc(-c3ccc(Cl)cc3)nn2C)c1 | i | 1.46
COc1cc(C(=O)Nc2ccc(S(=O)(=O)Nc3nccc(C)n3)cc2)c([N+](=O)[O-])cc1OC | i | 0.13
COc1ccc(S(=O)(=O)N2CCCCC2)cc1NS(=O)(=O)c1ccccc1F | i | 0.09
CCCCCN(C(=O)CCC(=O)OCC(=O)c1ccc(F)c(F)c1)c1c(N)n(CCCC)c(=O)[nH]c1=O | i | -0.1

(cont.)
SMILES | KCNQ2 block | Kir21 block
COc1ccc(Cl)cc1S(=O)(=O)N1CCC(C(=O)NCc2ccco2)CC1 | i | -1.59
COc1ccc(OC)c(S(=O)(=O)Nc2ccccc2O)c1 | i | 0.09
Cc1ccc(NC2=C(Cl)C(=O)N(C3CCCCC3)C2=O)cc1 | i | 0.73
O=C(Nc1cc2c3c(c1)CC(=O)N3CCC2)c1ccc(F)cc1 | i | -0.49
O=C(CN(C1CCCCC1)S(=O)(=O)c1ccc(F)cc1)NCc1ccncc1 | i | 0.62
CCn1cc(S(=O)(=O)Nc2ncccn2)cn1 | i | 0.14
Cc1cnc(C(=O)OCC(=O)c2ccc(Cl)cc2)cn1 | i | 0.2
Cc1cc(O)c(C(=O)/C=C/c2ccc(C(C)C)cc2)c(=O)o1 | i | -0.11
O=C(COC(=O)c1ccc(O)cc1)Nc1ccc(N2CCCCC2)cc1 | i | -0.27
Cc1cccc(C)c1NCC(=O)N1CCN(Cc2ccccc2)CC1 | i | -1.61
COc1ccccc1-c1cc(N)n(S(=O)(=O)c2ccc(F)c(C)c2)n1 | i | 0.97
CCOC(=O)/C(C#N)=N/Nc1ccc(S(=O)(=O)Nc2cc(OC)nc(OC)n2)cc1 | i | -0.65
Cc1ccc(-n2nc3c(c2NC(=O)c2ccc(Br)o2)CSC3)c(C)c1 | i | 1.09
O=C(Nc1cccnc1)c1ccc2c(c1)C(=O)N(CC1CCCO1)C2=O (stereo unspecified) | i | 0.68
CC1CCCCC1NS(=O)(=O)c1ccc(S(=O)(=O)NCc2ccncc2)cc1 (stereo unspecified) | i | 1.29
CC(Sc1nnc2c(n1)[nH]c1ccccc12)C(=O)NC1CCCCC1 (stereo unspecified) | i | -0.66
O=S(=O)(NC1CCCCCCC1)c1cccs1 | i | -0.04
OC(CN1CCOCC1)(c1ccccc1)c1ccccn1 (stereo unspecified) | i | -2.55
COC(=O)[C@]1(Cc2ccccc2)N[C@H](c2ccc(-c3ccc(F)cc3)cc2)[C@@H]2C(=O)N(C)C(=O)[C@@H]21 | i | -0.75
O=C(NCc1ccco1)C1OCCc2ccccc21 (stereo unspecified) | i | -1.66
Cc1cc(-c2csc(NC(=O)c3ccc(=O)[nH]c3)n2)c(C)n1Cc1ccco1 | i | -0.26
CCCNC(=O)c1ccccc1SCc1c(C)noc1C | i | 0.36
CCOC(=O)c1nc(C)c(C(C)=O)s1 | i | 0.98
COc1cc(SC)ccc1C(=O)N(Cc1ccccc1)c1ccccc1 | i | -2.35
CCc1c(C)nc2ncnn2c1Nc1ccc(C)c(C)c1 | i | -2.08
O=C(Nc1nnc(-c2ccccc2)s1)c1ccc(F)cc1 | i | -2.34
CC(=O)N1CCC(=NNS(=O)(=O)c2ccc(C)c([N+](=O)[O-])c2)CC1 | i | 1.42
CCOc1ccccc1C(=O)NCc1ccc2c(c1)OCO2 | i | -0.29
CCOc1ccc(S(=O)(=O)N(CC(=O)NCc2cccnc2)c2ccc(C)cc2)cc1 | i | -2.35
COc1ccc(CN2CC(C(=O)NCCc3ccc(C)cc3)CC2=O)cc1 (stereo unspecified) | i | -2.4
O=C(NC(=S)NCc1ccco1)c1ccc(Br)cc1 | i | -0.04
O=C(OCc1ccc(C(=O)c2ccccc2)cc1)c1cccc(-c2nnc(-c3ccccc3)o2)c1 | i | 1.24
Cc1cc(C)c(NC(=O)/C(=C/c2ccccc2)c2ccccc2)c(C)c1 | -7.48* | 0.07
Cc1nn(CC(=O)Nc2ccc(C(=O)N(C)C)cc2)c(=O)c2ccccc12 | i | 0.49
CNS(=O)(=O)c1ccc(NC(=O)c2cncc(Br)c2)cc1 | i | 2.01
CCC(C)NC(=O)c1nn(Cc2ccccc2)c(=O)c2ccccc12 (stereo unspecified) | i | -0.19
OC(CNCc1ccc(Cl)cc1)(c1ccccc1)c1ccc(F)cc1 (stereo unspecified) | -7.2* | -3.87
COc1cc(C=NCC2OCCc3ccccc32)cc(OC)c1 (stereo unspecified) | i | 1.47
CN1CCN(S(=O)(=O)c2ccc(N(C)Cc3cccs3)nc2)CC1 | i | -1.92
Cc1cccc(N(CC(=O)NC2CCCCC2)C(=O)CCCC(=O)Nc2ccccn2)c1C | i | -0.28
O=S(=O)(NCc1ccc(Cl)cc1Cl)c1cccs1 | i | -1.32
Cc1cccc(NC(=O)c2cc(-c3c(C)cc(C)cc3O)n[nH]2)c1 | i | -0.39
COc1ccc(CCNC(=O)CCN2C(=O)C3CC=CCC3C2=O)cc1OC (stereo unspecified) | i | 0.35
FC(F)(F)c1cccc(Cc2noc(CN(Cc3ccccn3)CC3CCCO3)n2)c1 (stereo unspecified) | i | -0.43
Fc1ccc(-n2nnc(-c3ccccc3Br)n2)cc1 | i | -1.4
O=C1CCC(C(=O)N2CCN(c3ccc(F)cc3)CC2)CN1CC1CCCCC1 (stereo unspecified) | i | 1.46
Cc1ccc(OCCn2c(C3CC(=O)N(Cc4ccccc4)C3)nc3ccccc32)cc1 (stereo unspecified) | i | 0
CC1=CC(C)(C)N2C(=O)C(=Nc3ccc(O)cc3)c3cccc1c32 | i | -2.97
O=C(N/N=C\c1ccc(CN(Cc2ccc(Cl)cc2)S(=O)(=O)c2ccccc2)o1)C(=O)Nc1ccc(F)cc1 | i | 0.54
CN(C)CC(C)(C)CNS(=O)(=O)c1ccc(OC(F)(F)F)cc1 | i | -0.97
COc1ccc(N(CC(=O)NCc2ccco2)C(=O)CCC(=O)Nc2nccs2)cc1 | i | 0.46
CC(C)C[C@H](NC(=O)c1nc[nH]c1C(=O)N1CCc2ccccc2C1)C(=O)OC(C)(C)C | i | -1.24
CC(NC1CCN(Cc2ccccc2)CC1)c1ccc(F)cc1 (stereo unspecified) | i | -2.83
CSCCNC(=O)c1cccc(Cl)c1 | i | 0.28
CC1CCCC(C)N1/N=C/c1cccc([N+](=O)[O-])c1 (stereo unspecified) | i | -2.13
C=CCN1C(=O)CN=C1Nc1cc(C)cc(C)c1 | i | -0.88
CC(C)c1ccc(NC(=O)CSc2nc3ncccc3[nH]2)cc1 | i | -0.48

15 structures already listed, ordered by length of the SMILES, ascending:
SMILES | KCNQ2 block | Kir21 block
CSCCNC(=O)c1cccc(Cl)c1 | i | 0.28
CCn1cc(S(=O)(=O)Nc2ncccn2)cn1 | i | 0.14
Cc1ccc(CNc2ncc(-c3ccccc3)n2C)o1 | i | -1.6
Cc1ccc(N2CC(O)=C(c3ccccc3)C2=N)cc1 | i | -0.52
Cc1cnc(C(=O)OCC(=O)c2ccc(Cl)cc2)cn1 | i | 0.2
C=CCNC(=O)CCCCCNS(=O)(=O)c1ccc(OC)cc1 | i | 0.33
CN1CCN(S(=O)(=O)c2ccc(N(C)Cc3cccs3)nc2)CC1 | i | -1.92
Cc1cc(O)c(C(=O)/C=C/c2ccc(C(C)C)cc2)c(=O)o1 | i | -0.11
Cc1ccccc1N(Cc1cc(=O)[nH]c2ccccc12)C(=O)C(C)C | i | 1.38
Cc1ccc(-n2nc3c(c2NC(=O)c2ccc(Br)o2)CSC3)c(C)c1 | i | 1.09
COc1ccccc1N1CCN(Cc2cc(=O)c(OCC(=O)NC3CCCC3)co2)CC1 | i | 1.14
CC(=O)Nc1ccc(N2C(=O)C3C4CC(=O)C(c5ccccc54)C3C2=O)cc1 (stereo unspecified) | i | -1.21
O=C(COC(=O)Cc1ccc(F)cc1)Nc1cc(S(=O)(=O)N2CCOCC2)ccc1N1CCCC1 | i | -0.98
CC(C)C[C@H](NC(=O)c1nc[nH]c1C(=O)N1CCc2ccccc2C1)C(=O)OC(C)(C)C | i | -1.24
COc1cc(C(=O)Nc2ccc(S(=O)(=O)Nc3nccc(C)n3)cc2)c([N+](=O)[O-])cc1OC | i | 0.13

Compound activity (PubChem BioAssay)
